C diff growth: C. difficile growth inhibitors, primary screen, HTS. Clostridium difficile clinical isolate growth, OD600, 24 h; active compounds read low. growth activity, negative = inhibition, % at 16 µg/mL (by protocol). 86,000 tested, 0.25% active. AID 1259249, 2017;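 active means mean growth activity at or below -80% and every replicate also at or below -80%; inconclusive means mean at or below -80% but some replicate above -80%; inactive means mean growth activity above -80%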;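 further: 0% = DMSO wells and -100% = levofloxacin 16 µg/mL wells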
T cruzi growth: T. cruzi intracellular proliferation inhibitors, primary screen, cell-based, beta-gal Tulahuen parasites, NIH3T3 host, luminescence; T. cruzi beta-gal in NIH3T3, GalScreen luminescence, 90 h; inhibition, % at 8.34 µM; 77,000 tested, 5.9% active; AID 624255, 2012;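 active means mean inhibition above about 93%, with at least 55% of replicates each passing it, limit read from the data, passing the limit was not always enough; inconclusive means only one of those two conditions holds; inactive means neither condition holds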
Pf Dd2 growth: P. falciparum Dd2 growth inhibitors, primary screen, SYBR Green fluorescence, single dose replicates. 72 h; active compounds read low. activity change, % at 10 µM. 94,000 tested, 2.3% active. AID 1159554, 2015; in the data active means activity change below about -80%; inconclusive means no clear call, values can overlap the other calls
GASC1 inh: inhibitors of GASC-1 (KDM4C) histone demethylase, primary screen, biochemical, single concentration HTS | AID 720574, 2013 | Lysine-specific demethylase 4C (Homo sapiens), Q9H3R0 | inhibition, % at 12.5 µM | 96,000 tested, 0.15% active | GST-KDM4C 2-372, H3K9me3 peptide, LANCE TR-FRET;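 active means mean replicate inhibition above about 25%, with at least 55% of replicates also reaching it, limit read from the data, passing the limit was not always enough; inconclusive means only one of those two conditions met; inactive means neither condition met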
Target sequence (Q9H3R0 2-372 limits assumed): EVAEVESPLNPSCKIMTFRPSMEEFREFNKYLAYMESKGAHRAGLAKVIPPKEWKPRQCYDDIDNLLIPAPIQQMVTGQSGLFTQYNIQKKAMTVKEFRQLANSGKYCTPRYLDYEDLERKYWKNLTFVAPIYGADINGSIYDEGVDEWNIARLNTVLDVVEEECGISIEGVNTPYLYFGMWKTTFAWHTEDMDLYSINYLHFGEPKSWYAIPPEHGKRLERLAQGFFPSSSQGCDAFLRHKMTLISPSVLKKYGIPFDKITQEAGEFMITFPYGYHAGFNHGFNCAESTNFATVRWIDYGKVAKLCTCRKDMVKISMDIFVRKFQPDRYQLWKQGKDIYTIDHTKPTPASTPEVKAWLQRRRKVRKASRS
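reagent = H3K9me3 peptide substrate, Fe(II), 2-oxoglutarate | system = GST-tagged GASC-1 (JMJD2C) catalytic fragment, aa 2-372 | amount = enzyme final amount 10 nM | read-out = Fall in 671/618 emission ratio as inhibition | medium = HEPES buffer, pH 7.5, plus ascorbate | schedule = 30 min reaction, 60 min detection, RT | measured by = LANCE TR-FRET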
* marks the source's active call; other numbers are inactive results; ? = inconclusive; . = not tested or not shown.

SMILES	C diff growth	T cruzi growth	Pf Dd2 growth	GASC1 inh
COc1ccc(S(=O)(=O)N(C)C[C@H]2Oc3ccc(NC(=O)c4ccncc4)cc3CC(=O)N([C@@H](C)CO)C[C@H]2C)cc1	5	4	25	-2.9
C[C@H](CO)N1C[C@H](C)[C@H](CN(C)S(=O)(=O)c2ccc(Cl)cc2)OCCCC[C@H](C)Oc2ccc(NS(=O)(=O)c3ccc(F)cc3)cc2C1=O	-2	106	-32	0.1
C/C=C/c1ccc2c(c1)O[C@@H](CN(C)C(=O)Nc1cccc(F)c1)[C@@H](C)CN([C@H](C)CO)S2(=O)=O	10	66	-51	-1.3
CCCN(C)C[C@H]1Oc2cc(C#Cc3cccnc3)ccc2S(=O)(=O)N([C@H](C)CO)C[C@H]1C	-4	41	-89*	-2.1
COCc1cn(CC[C@@H]2CC[C@@H](NC(=O)Nc3ccccc3)[C@H](CO)O2)nn1	-2	-9	0	-0.6
COC(=O)C[C@@H]1CC[C@H]2[C@@H](COC[C@@H](O)CN2S(=O)(=O)c2ccccc2C)O1	2	-6	5	-0.8
C[C@@H]1CN([C@@H](C)CO)C(=O)c2cc(NC(=O)C3CCCCC3)ccc2O[C@@H](C)CCCCO[C@@H]1CN(C)S(=O)(=O)c1cccs1	1	3	-75	0.2
C[C@H]1CN([C@@H](C)CO)C(=O)c2cccc(NC(=O)CCCCCC(=O)Nc3ccccc3N)c2O[C@@H]1CN(C)Cc1ccc(Cl)c(Cl)c1	2	.	-92*	0.9
O=C(CC(F)(F)F)N1C[C@H]2[C@@H](c3ccccc31)[C@H](CO)N2C(=O)C1CCOCC1	0	29	0	2.1
O=C(Nc1ccc2c(c1)[C@@H]1C[C@@H](CC(=O)N3CCCCC3)O[C@H](CO)[C@@H]1O2)c1ccc2c(c1)OCO2	-1	39	-3	0.3
C[C@H]1CN([C@@H](C)CO)C(=O)c2cc(NC(=O)Nc3ccc(F)cc3)ccc2O[C@@H]1CN(C)C	4	.	10	0.5
C[C@H]1CN([C@@H](C)CO)C(=O)c2cccc(NS(=O)(=O)c3ccccc3)c2O[C@H]1CN(C)C	-1	9	10	0.0
COc1ccc(S(=O)(=O)N[C@H]2CC[C@H](CC(=O)O)O[C@H]2CO)cc1	2	29	0	1.6
Cc1noc(C)c1NC(=O)Nc1cccc2c1O[C@H](CN(C)Cc1ccc(Cl)c(Cl)c1)[C@@H](C)CN([C@H](C)CO)C2=O	-14	60	-7	0.2
C[C@H](CO)N1C[C@H](C)[C@@H](CN(C)Cc2ccccc2)Oc2ccc(NC(=O)Cn3cnnn3)cc2CC1=O	-1	40	11	0.2
CCCC#Cc1cnc2c(c1)C(=O)N([C@@H](C)CO)C[C@H](C)[C@H](CN(C)Cc1ccccc1F)O2	.	-27	-38	-1.8
COCC(=O)NC[C@@H]1[C@H](c2ccc(C3=CCCC3)cc2)[C@H](CO)N1C(C)=O	-2	116*	-8	1.5
CO[C@@H]1CC[C@@H]2CCN(C)C(=O)[C@@H](C)N(C)C(=O)c3cc(C#N)ccc3OC[C@H]1O2	10	-15	.	0.1
CCCNC(=O)N(C)C[C@H]1Oc2cc(Br)ccc2S(=O)(=O)N([C@H](C)CO)C[C@H]1C	15	4	14	-2.1
C[C@@H]1CCCCO[C@H](CN(C)C(=O)CCC(F)(F)F)[C@H](C)CN([C@@H](C)CO)C(=O)c2cc(NS(=O)(=O)c3ccccc3)ccc2O1	-4	47	-28	-2.3
O=C(c1ccccc1F)N1CC(=O)N2[C@H](CO)[C@@H](c3ccc(-c4ccc(F)cc4)cc3)[C@@H]2C1	-7	.	-57	-0.2
C[C@H](CO)N1C[C@H](C)[C@H](CN(C)S(C)(=O)=O)Oc2ccc(NS(C)(=O)=O)cc2CC1=O	-3	-5	7	1.0
C[C@@H]1CN([C@@H](C)CO)C(=O)c2cc(-c3ccc(F)cc3)cnc2O[C@H]1CN(C)C(=O)Cc1ccccn1	-5	.	10	-0.3
Cc1ccc(S(=O)(=O)Nc2ccc3c(c2)C(=O)N([C@H](C)CO)C[C@@H](C)[C@H](CN(C)S(=O)(=O)c2ccccc2)O3)cc1	-3	21	0	-0.6
CO[C@@H]1CN(C)C(=O)c2ccc(NC(=O)C3CC3)cc2OC[C@@H](C)N(S(=O)(=O)c2ccc(Cl)cc2)C[C@H]1C	.	37	.	-1.6
O=C(Nc1ccc(F)cc1)N1CC(=O)N2[C@H](CO)[C@H](c3ccc(C#Cc4ccc(F)cc4)cc3)[C@@H]2C1	-3	.	-21	-2.5
C[C@H]1CN([C@@H](C)CO)C(=O)c2cc(NC(=O)C3CCCCC3)ccc2O[C@H]1CN(C)C(=O)Nc1ccc(C(F)(F)F)cc1	15	32	-13	-3.2
CCC(=O)N1CCC2(CC1)CN(Cc1cccc(F)c1)[C@@H](CO)c1c2c2ccc(OC)cc2n1C	2	.	-79	-2.0
COc1ccc(CN(C)C[C@H]2Oc3c(NS(=O)(=O)c4ccc(C)cc4)cccc3C(=O)N([C@H](C)CO)C[C@H]2C)cc1	5	24	5	-1.7
COc1ccc2c3c(n(C)c2c1)[C@H](CO)N(C(=O)Nc1ccc(F)cc1)CC31CN(C(=O)c2cccnc2)C1	-7	.	-51	-1.1
Cc1noc(C)c1NC(=O)N(C)C[C@H]1OCCCC[C@H](C)Oc2ccc(NS(=O)(=O)c3ccc(Cl)cc3)cc2C(=O)N([C@@H](C)CO)C[C@@H]1C	-3	-63	-22	0.1
O=C(NCC1CC1)[C@@H]1[C@@H](CO)[C@@H]2Cn3c(ccc(-c4ccccc4)c3=O)[C@H]1N2Cc1nccs1	-2	10	-4	-2.0
C[C@@H](O)C#Cc1ccc2c(c1)O[C@H](CN(C)C(=O)C1CC1)[C@@H](C)CN([C@@H](C)CO)S2(=O)=O	.	-5	-4	3.1
CO[C@H]1CN(C)C(=O)c2ccc(NC(=O)C3CC3)cc2OC[C@H](C)N(Cc2cncnc2)C[C@@H]1C	.	5	.	0.3
C[C@H]1CN([C@@H](C)CO)C(=O)c2cccc(NC(=O)C3CC3)c2O[C@H]1CN(C)S(=O)(=O)c1ccccc1	-4	-19	-17	-4.5
COc1ccc(NC(=O)N(C)C[C@@H]2Oc3ccc(NC(=O)c4ccncc4)cc3CC(=O)N([C@H](C)CO)C[C@H]2C)cc1	-4	-5	-3	-0.3
COC(=O)C[C@@H]1CC[C@@H]2[C@@H](COc3ccc(NC(=O)c4ccccc4OC)cc3C(=O)N2C)O1	3	55	-9	-0.7
CO[C@H]1CN(C)C(=O)c2cc(NS(=O)(=O)c3cccc(C)c3)ccc2OC[C@H](C)NC[C@@H]1C	.	-20	3	-1.3
C[C@H]1CN([C@@H](C)CO)C(=O)c2cc(C#CCc3ccccc3)cnc2O[C@@H]1CN(C)Cc1cccc(F)c1	.	?	-52	-1.6
CCCN1[C@@H]2c3ccc(-c4ccc(C(=O)N(C)C)cc4)c(=O)n3C[C@@H]2[C@@H](CO)[C@@H]1C(=O)NCC	-1	56	9	6.1
Cc1noc(C)c1S(=O)(=O)Nc1cccc2c1O[C@H](CN(C)C(=O)Nc1ccccc1)[C@H](C)CN([C@H](C)CO)C2=O	-10	9	8	0.4
Cc1noc(C)c1S(=O)(=O)N(C)C[C@@H]1OCCCC[C@H](C)Oc2ccc(NS(C)(=O)=O)cc2C(=O)N([C@H](C)CO)C[C@@H]1C	-3	-65	8	0.8
COc1cccc(S(=O)(=O)Nc2ccc3c(c2)[C@H]2C[C@@H](CC(=O)NCc4ccc(Cl)cc4)O[C@@H](CO)[C@H]2O3)c1	.	85	-32	-3.9
CC(C)NC(=O)Nc1cccc2c1O[C@H](CN(C)C(=O)Nc1ccc(C(F)(F)F)cc1)[C@@H](C)CN([C@H](C)CO)C2=O	15	27	0	-4.0
CC(C)NC(=O)Nc1ccc2c(c1)C(=O)N([C@H](C)CO)C[C@@H](C)[C@H](CN(C)S(=O)(=O)c1ccc(Cl)cc1)OCCCC[C@@H](C)O2	10	72	-76	-0.9
C/C=C/c1cnc2c(c1)C(=O)N([C@H](C)CO)C[C@H](C)[C@@H](CN(C)S(=O)(=O)c1cn(C)cn1)O2	-1	.	20	0.4
COc1ccc(C#Cc2ccc([C@H]3[C@@H](CO)N4C(=O)CN(C(C)=O)C[C@H]34)cc2)cc1	-17	.	9	-1.3
CN(C)c1ccc2c(c1)[C@@H]1C[C@H](CC(=O)NCc3ccc(Oc4ccccc4)cc3)O[C@H](CO)[C@@H]1O2	-3	122*	-54	1.0
C[C@@H]1CN([C@@H](C)CO)C(=O)Cc2cc(NS(=O)(=O)c3ccccc3)ccc2O[C@H]1CN(C)Cc1ccc(C(=O)Nc2ccccc2N)cc1	5	12	-72	-0.3
CCC(=O)Nc1ccc2c(c1)OC[C@H](C)N(C(=O)c1cccnc1)C[C@@H](C)[C@@H](OC)CN(C)C2=O	.	16	21	-0.1
OC[C@H]1[C@H](c2ccc(C#CC3(O)CCCC3)cc2)[C@@H]2CN(Cc3cncnc3)CCCCN12	-10	98*	-13	2.2
CC(C)CC#Cc1cnc2c(c1)C(=O)N([C@@H](C)CO)C[C@@H](C)[C@H](CN(C)Cc1ccc(F)cc1)O2	6	?	-51	4.9
Cc1ccc(-c2cnc3c(c2)C(=O)N([C@@H](C)CO)C[C@H](C)[C@@H](CN(C)CC2CCCC2)O3)cc1	3	103*	-69	-1.5
C[C@@H]1CN([C@H](C)CO)C(=O)c2cc(C#CCN(C)C)cnc2O[C@H]1CN(C)C(=O)CN1CCOCC1	-3	-1	25	2.4
Cc1ccc(S(=O)(=O)N(C)C[C@@H]2Oc3c(NC(=O)Nc4cccc5ccccc45)cccc3C(=O)N([C@@H](C)CO)C[C@H]2C)cc1	-11	110*	-67	0.9
O=C(C[C@H]1C=C[C@H](NC(=O)c2ccncc2)[C@H](CO)O1)NCC1CC1	.	-12	16	-0.2
COCC(=O)N1CC[C@@H]2[C@H]1c1cc(C#Cc3cccc(F)c3)ccc1N[C@@H]2CO	-17	28	-3	-0.8
C[C@H](CO)N1C[C@H](C)[C@H](CN(C)C(=O)Nc2ccc(F)cc2)Oc2ccc(N(C)C)cc2C1=O	-2	32	17	24
C/C=C/c1ccccc1[C@@H]1[C@@H](C#N)N(S(=O)(=O)c2cccc(F)c2)[C@H]1CO	-13	.	-60	0.6
CN(C)C(=O)C[C@@H]1CC[C@@H](NC(=O)C2CCC2)[C@@H](CO)O1	-2	-28	11	.

Complete entries from above. Values in the order: C diff growth	T cruzi growth	Pf Dd2 growth	GASC1 inh
COc1ccc(C#Cc2ccc([C@H]3[C@@H](CO)N4C(=O)CN(C(C)=O)C[C@H]34)cc2)cc1 is listed as -17	.	9	-1.3
Cc1noc(C)c1S(=O)(=O)Nc1cccc2c1O[C@H](CN(C)C(=O)Nc1ccccc1)[C@H](C)CN([C@H](C)CO)C2=O is listed as -10	9	8	0.4
CCC(=O)Nc1ccc2c(c1)OC[C@H](C)N(C(=O)c1cccnc1)C[C@@H](C)[C@@H](OC)CN(C)C2=O is listed as .	16	21	-0.1
CN(C)C(=O)C[C@@H]1CC[C@@H](NC(=O)C2CCC2)[C@@H](CO)O1 is listed as -2	-28	11	.
Cc1ccc(-c2cnc3c(c2)C(=O)N([C@@H](C)CO)C[C@H](C)[C@@H](CN(C)CC2CCCC2)O3)cc1 is listed as 3	103*	-69	-1.5

(listing goes on)
SMILES	C diff growth	T cruzi growth	Pf Dd2 growth	GASC1 inh
COc1ccc(NC(=O)N2CCC3(CC2)CN(C(=O)c2cccnc2)[C@@H](CO)c2[nH]c4cc(OC)ccc4c23)cc1	-8	.	-24	8.2
O=C(C[C@@H]1C[C@@H]2c3cc(NC(=O)C4CCOCC4)ccc3O[C@@H]2[C@@H](CO)O1)NCCN1CCCCC1	-9	-69	21	-0.1
O=C(C[C@H]1CC[C@@H](NC(=O)C2CCOCC2)[C@H](CO)O1)Nc1ccc(-c2ccccc2)cc1	-5	17	-19	-0.5
CC(C)NC(=O)Nc1ccc2c(c1)C(=O)N([C@@H](C)CO)C[C@@H](C)[C@H](CN(C)C(=O)Nc1ccc(C(F)(F)F)cc1)OCCCC[C@H](C)O2	2	90	-51	-1.0
C[C@H](O)C#Cc1cnc2c(c1)C(=O)N([C@H](C)CO)C[C@H](C)[C@@H](CN(C)CC1CCOCC1)O2	-3	.	59	-0.1
O=C(C[C@H]1C[C@H]2c3cc(NC(=O)Cc4ccncc4)ccc3O[C@H]2[C@@H](CO)O1)NCc1ccncc1	1	-21	1	-3.1
CC(C)C#Cc1ccc2c(c1)O[C@H](CN(C)C(=O)CC1CC1)[C@H](C)CN([C@@H](C)CO)S2(=O)=O	0	32	-30	2.8

Screens from PubChem BioAssay.
